# Source: PubChem
# Hsp90 Hop PPI = qHTS Assay for Disrupters of an Hsp90 Co-Chaperone Interaction; Hsp90 C-terminal peptide / TPR2A (Hop) interaction, human; AlphaScreen TPR2A-His6 binding biotin-Hsp90 C-terminal peptide; Potency, µM (top dose mostly 57 µM), for inactives: at the highest dose activity change, negative = inhibition; 0.44% of 71,000 active; AID 595, 2007; active = well fitted curve in either direction with a large enough effect; inconclusive = small, poorly fitted or top-dose-only effect, or another doubt; note: potency is the fitted concentration of half-maximal effect; % is set by controls: 0 for no effect and ±100 for the full control effect; many of its hits are not listed in these tables
# DNA Pol III inh = qHTS Assay for Inhibitors of DNA Polymerase III Holoenzyme System. reconstituted DNA polymerase III holoenzyme replication, biochemical. Potency, µM (doses to about 57.1 µM), for the others: top-dose activity change, negative = inhibition. 0.25% of 71,000 active. AID 603, 2007; note: potency is the fitted concentration of half-maximal effect; % is set by controls: 0 for no effect and ±100 for the full control effect
#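 Reconstituted *E. coli* holoenzyme (0.35 nM Pol III, 1 nM beta, 154 nM SSB, 2 nM primase) was preincubated with compound for 15 min at RT. Synthesis on 1.4 nM ssM13Gori ran 35 min, then was stopped with PicoGreen/EDTA and read as dsDNA fluorescence.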
# 4-MU autofl = qHTS Assay for Spectroscopic Profiling in 4-MU Spectral Region; compound autofluorescence, 340/450 nm, 4-MU equivalents; active compounds read high; max dye-equivalent concentration, M; 11% of 59,000 active; in the data active = max dye-equivalent concentration above about 10 nM; inconclusive = mostly about 1.1 nM to 9.6 nM
#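 Compounds in 100 mM Tris, pH 8.0, incubated 15 min at room temperature, then fluorescence read at 340 nm excitation/450 nm emission. Signal converted to 4-MU dye-equivalent concentration using an on-plate six-point 4-MU standard curve.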
# Fluorescein fluor = qHTS Assay for Spectroscopic Profiling in Fluorescein Spectral Region; Compound autofluorescence, 480/540 nm, fluorescein-equivalent; active compounds read high; max fluorescein-equivalent concentration, M; 0.91% of 59,000 active; in the data active = max fluorescein-equivalent concentration above about 10 nM; inconclusive = between about 1.1 nM and that limit
#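 First, buffer (100 mM Tris, pH 8.0) dispensed; second, compounds and fluorescein standards pinned in; third, 15 min room-temperature incubation; finally, imaging at ex 480 nm/em 540 nm. Fluorescence normalized against the six-point fluorescein curve.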
# Ub-GFP proteasome = Ubiquitin-GFP Assay. Ubiquitin-GFP reporter cells, proteasome inhibition, GFP fluorescence; response scale: untreated = 0%, 10 µM MG-132 = 100%. 67,000 tested, under 10 active. Potency, µM (top dose mostly 45.9 µM), inactives show top-dose activation (GFP accumulation), most hits filed as activators; active = well fitted activation curve with a large enough effect, not every such curve was filed as active; inconclusive = small, poorly fitted or top-dose-only effect, or another doubt; inactive = no such curve, though single readings can be large or run the other way; note: potency is the fitted concentration of half-maximal effect
#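 GFP accumulation read-out: laser plate cytometry counting ubiquitin(G76V)-GFP-expressing U2OS cells after 4 hr compound exposure at 37 °C. Titrations spanned 46 uM to 2.9 nM; 0% = basal, 100% = 10 uM MG-132; concentration-response curves fitted.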
# Texas Red fluor = qHTS Assay for Spectroscopic Profiling in Texas Red Spectral Region | 0.06% of 59,000 active | max dye-equivalent concentration, M | Compound fluorescence, Texas Red channel, 547/618 nm; active compounds read high; in the data active = max dye-equivalent concentration above about 10 nM; inconclusive = between about 1.1 nM and that limit
#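 Spectral interference profiling: each compound concentration's relative fluorescence, read with a 547 nm excitation and 618 nm emission filter pair, was normalized to a per-plate Texas Red standard curve.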
# HADH2 inhib = qHTS Assay for Inhibitors of HADH2 (Hydroxyacyl-Coenzyme A Dehydrogenase, Type II); 3.4% of 73,000 active; Potency, µM (doses to about 57.1 µM), inactives show top-dose activity change, negative = inhibition, actives largely listed as inhibitors; AID 886, 2007; recombinant HADH2, NADH fluorescence, beta-hydroxybutyryl-CoA; 3-hydroxyacyl-CoA dehydrogenase type-2 (Homo sapiens), Q99714; note: potency is the fitted concentration of half-maximal effect; % is set by controls: 0 for no effect and ±100 for the full control effect; nearly all actives have a fitted effect of over 60% in size; many of its hits are not listed in these tables
# Target sequence (Q99714 whole entry, looked up, one chain of several): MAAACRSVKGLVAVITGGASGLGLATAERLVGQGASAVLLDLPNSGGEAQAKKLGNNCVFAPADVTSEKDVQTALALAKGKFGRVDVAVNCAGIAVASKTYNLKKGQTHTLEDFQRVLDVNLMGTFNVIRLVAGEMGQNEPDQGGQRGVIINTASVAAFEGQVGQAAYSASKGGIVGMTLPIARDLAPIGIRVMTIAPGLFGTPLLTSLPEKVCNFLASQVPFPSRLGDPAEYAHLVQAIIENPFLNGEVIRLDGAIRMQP
#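 Read-out: 360 nm excitation, 450 nm emission, kinetic over 4 min. Conditions: His-tagged human HADH2 20 nM, pH 9.0 Tris with Tween-20, 1 mM NAD+, 90 uM beta-hydroxybutyryl-CoA.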
# 15-hLO inh = qHTS Assay for Inhibitors of 15-hLO (15-human lipoxygenase). Polyunsaturated fatty acid lipoxygenase ALOX15 (Homo sapiens), P16050. purified 15hLO-1, xylenol orange hydroperoxide absorbance. Potency, µM (doses to about 57.1 µM), for inactives: at the highest dose activity change, negative = inhibition, hits mostly inhibitors. 1.4% of 74,000 active. AID 887, 2007; note: potency is the fitted concentration of half-maximal effect; % is set by controls: 0 for no effect and ±100 for the full control effect; nearly all actives have a fitted effect of over 55% in size
# Target sequence (P16050 whole entry, looked up): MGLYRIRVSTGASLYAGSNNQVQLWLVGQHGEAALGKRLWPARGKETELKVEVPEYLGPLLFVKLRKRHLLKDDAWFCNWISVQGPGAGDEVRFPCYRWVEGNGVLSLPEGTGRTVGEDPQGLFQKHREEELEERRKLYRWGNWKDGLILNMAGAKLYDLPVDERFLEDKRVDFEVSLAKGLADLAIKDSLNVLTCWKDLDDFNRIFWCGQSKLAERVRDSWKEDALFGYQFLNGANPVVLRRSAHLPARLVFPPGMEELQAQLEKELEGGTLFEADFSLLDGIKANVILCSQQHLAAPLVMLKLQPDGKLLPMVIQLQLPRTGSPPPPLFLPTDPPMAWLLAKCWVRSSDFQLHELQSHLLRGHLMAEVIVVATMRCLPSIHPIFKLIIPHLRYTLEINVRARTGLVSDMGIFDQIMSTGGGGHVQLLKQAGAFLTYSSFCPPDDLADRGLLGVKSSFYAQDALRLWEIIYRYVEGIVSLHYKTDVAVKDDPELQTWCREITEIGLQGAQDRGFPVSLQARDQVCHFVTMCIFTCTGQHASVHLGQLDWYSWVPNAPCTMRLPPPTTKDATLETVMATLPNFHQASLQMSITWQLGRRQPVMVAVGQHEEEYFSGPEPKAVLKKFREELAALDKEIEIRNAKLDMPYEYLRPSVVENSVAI
#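 Compounds were preincubated 15 min at room temperature with 40 nM purified human enzyme (25 mM Hepes pH 7.5, 0.01% Triton X-100); 50 uM arachidonic acid reacted 6 min. Fe-xylenol orange detection, 30 min, absorbance ratio 573/405 nm.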
# GFP derepression = qHTS Assay for Epigenetic Modulators; mouse C127i GFP locus derepression, cytometry, 30 h; Potency, µM (highest dose often 46.1 µM), inactives show top-dose GFP derepression (activation); 0.09% of 68,000 active; note: % of control where 0% means no effect
#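 Locus derepression in mouse mammary C127i cells whose integrated CMV-GFP reporter is normally silent; GFP expression after 30 h compound treatment was quantified by counting fluorescent cells.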
# Rhodamine fluor = qHTS Assay for Spectroscopic Profiling in Rhodamine Spectral Region; Rhodamine-region fluorescence, 547/598 nm, Tris buffer; active compounds read high; max dye-equivalent concentration, M; 0.05% of 59,000 active; AID 594, 2007; in the data active = max dye-equivalent concentration above about 11 nM; inconclusive = between about 1.1 nM and that limit
#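 Read-out is relative fluorescence at 547 nm excitation and 598 nm emission, expressed as dye-equivalent concentration using rhodamine standards on every plate. Each compound was profiled across a concentration series after 15 min in 100 mM Tris, pH 8.0.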
# HBB splicing = qHTS Assay for Modulators of Hemoglobin Beta Chain Splicing | HBB splicing reporter cell assay, activation; EGFP reporter with mutant IVS2-654 intron; response scale: normalised to 500 nM splice-correcting PNA | Potency, µM (doses to about 46.1 µM), without a hit: at the highest dose activation, actives largely listed as activators | 0.06% of 65,000 active; note: potency is the fitted concentration of half-maximal effect; 0% is about no effect
#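 HeLa cells stably expressing EGFP interrupted by mutant beta-globin intron 2 (IVS2-654), 500/well in 2% FCS. Treated with compound for 2 days at 37C. Splicing correction scored as total well GFP intensity (488 nm excitation, 500-520 nm emission); 500 nM antisense PNA served as control.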
# Active calls of the source: *; i = inactive; ? = inconclusive; . = no result given; [ ] = another dose, or the depositor's remark. Unless noted, calls come from the whole dose curve; as a rule, active = well fitted curve in the direction sought with a large enough effect; inconclusive = small, poorly fitted or top-dose-only effect, or another doubt; inactive = no such curve, though single readings can be large; an effect the other way counts as inactive or inconclusive. A portion of the library, so the mix of outcomes need not match the whole.
smiles	HBB splicing	15-hLO inh	Ub-GFP proteasome	HADH2 inhib	Hsp90 Hop PPI	GFP derepression	Fluorescein fluor	Texas Red fluor	Rhodamine fluor	4-MU autofl	DNA Pol III inh
C/C(NC1CCCC1)=C(/C#N)C(N)=O	8.8%[1.84 µM]	11%	3%	7%	-1%	6%	?	?	i	?	-1%
CCc1ccc2[nH]c(=O)c(C(c3nnnn3Cc3ccc(OC)cc3)N3CCOCC3)cc2c1 (stereo unspecified)	.	-21%	-7%	-2%	-4%	4%	?	i	i	4.5e-08M*	-4%
CN1CCN(c2ncnc3c2[nH]c2ccc(F)cc23)CC1	.	.	.	.	.	3%[20.6 µM]	?	i	i	6.2e-08M*	.
Cn1c(CC(=O)Nc2ccccc2)nnc1SCC(=O)c1ccccc1	-0.4%	-5%	2%	?	0%	0%	i	i	i	i	-6%
O=C1NCCN1C(=O)N(c1ccccc1)c1ccccc1	2.3%[57.5 µM]	1%	2%	9%	-3%	0%	i	i	i	5.1e-08M*	8%
O=C(c1ccco1)N1CCN(/C(=N/S(=O)(=O)c2cccs2)c2ccccc2Cl)CC1	-0.1%	3%	1%	4%	-3%	3%	?	i	i	i	3%
Clc1cccc(Cl)c1COc1ccncc1	4.2%[0.369 µM]	7%	.	11%	?	-2%	i	i	i	i	-1%
O=C(C1CC1)N1CCc2cc(Br)cc(S(=O)(=O)NCc3ccco3)c21	0.0%	7%	-2%	-3%	-1%	6%	i	i	i	i	-1%
CN(C)S(=O)(=O)c1ccc(C(=O)N2CCC(c3nc4ccccc4o3)CC2)cc1	-1.2%	5%	5%	-9%	-1%	1%	i	i	i	i	-2%
CC(=O)c1cccc(NC(=O)CN(Cc2ccccc2)S(C)(=O)=O)c1	-0.4%	1%	2%	9%	-1%	2%	i	?	i	i	-10%
O=c1c2cnn(-c3ccccc3)c2ncn1Cc1cccnc1	-1.6%	-2%	3%	0%	0%	-2%	i	i	i	i	-5%
Cc1sc2nc3n(c(=O)c2c1C)Cc1ccccc1-3	4.1%[0.369 µM]	5%	3%	0%	-2%	1%	?	i	i	1.2e-07M*	0%
O=C(c1cn[nH]c1)c1cc(F)ccc1O	1.7%	4%	2%	-22%	-1%	-1%	i	i	i	i	-3%
c1cncc(-c2nn3c(Cn4cnc5ccccc54)nnc3s2)c1	0.3%	4µM*	3%	0.63µM*	-14%	0%	?	?	?	8.7e-08M*	-5%
CCC(NC(=O)c1ccccc1NC(=O)c1ccco1)C(=O)O (stereo unspecified)	-1.9%	8%	17%	498%[activator]	-4%	-2%	.	.	.	.	-2%
CCN(CC)C(=O)N1CCN(S(=O)(=O)c2ccc(C)c(C)c2)CC1	-0.4%	9%	-2%	11%	-3%	0%	i	i	i	i	-4%
CC(Oc1ccc(C(=O)NC2CCCCC2)cc1)C(=O)O (stereo unspecified)	0.5%	-12%	1%	12%	1%	3%	i	i	i	i	-2%
COC(=O)c1[nH]c2ccc(C)cc2c1NS(=O)(=O)c1ccc(F)c(C)c1	1.7%	-19%	4%	-1%	-1%	0%	i	i	i	i	-4%
O=C1CSC(=Nc2cc(Cl)ccc2Cl)N1	-0.3%	-8%	3%	-7%	-2%	0%	i	i	i	i	-1%
Cc1cccc(C)c1NC(=O)CC(NCc1ccco1)C(=O)O (stereo unspecified)	-0.4%	13%	2%	-4%	-5%	0%	i	i	i	i	0%
CC(=O)OCC(=O)[C@@]1(O)[C@H](C)C[C@H]2[C@@H]3CCC4=CC(=O)C=C[C@]4(C)[C@@]3(F)[C@@H](O)C[C@@]21C	.	.	.	.	.	-2%[20.6 µM]	?	i	i	i	.
Cn1c(=O)c2[nH]c(NCC3CCCO3)nc2n(-c2ccccc2)c1=O (stereo unspecified)	1.6%[57.5 µM]	4%	-7%	6%	-2%	-2%	i	?	i	?	2%
COc1ccc2nc(NC(=O)CSC3=NCCS3)sc2c1	-0.4%	-10%	-6%	14%	-6%	0%	i	i	i	i	10%
CC(NC(=O)NCc1cccnc1)(C(F)(F)F)C(F)(F)F	.	.	.	.	.	-3%[20.6 µM]	i	i	i	i	.
COc1ccccc1OCCCn1cc(C#N)c2ccccc21	-0.3%	-14%	4%	10%	?	0%	?	i	i	i	-4%
CC1(C)CC(=O)C(CC2=C(O)CC(C)(C)CC2=O)C(=O)C1	0.1%	9%	-8%	-8%	-2%	-2%	i	i	i	i	2%
CC(C)CO	0.8%	-4%	.	3%	0%	.	.	.	.	.	-4%
C=COC(=O)CSc1nc(-c2cccs2)ccc1C#N	.	.	.	.	.	0%[20.6 µM]	i	i	i	1.4e-07M*	.
CC1Cc2ccccc2N1C(=O)C1CCN(S(=O)(=O)c2cccs2)CC1 (stereo unspecified)	-0.1%	-11%	10%	12%	0%	0%	i	?	i	i	-1%
CCSc1nc2cc(OC)c(OC)cc2c(=O)n1CC	-0.8%	-3%	16%	6%	1%	3%	i	i	i	i	-2%
Cc1cccc(-n2c(N)cc(=O)nc2SCC(=O)Nc2cc(C)on2)c1	.	12%	-6%	7%	-2%	-3%	i	i	i	i	2%
COC(=O)c1ccc(S(=O)(=O)NCc2cccc(OC)c2)n1C	4.5%	2%	3%	0%	0%	9%	i	i	i	i	-1%
CCn1c(SCC(=O)n2nc(C)cc2C)nnc1-c1ccc2c(c1)OCO2	0.9%	8%	-4%	4%	0%	0%	?	?	i	i	0%
CC(C)=C1CCC(C)CC1=O (stereo unspecified)	0.6%	-9%	.	-27%	-4%	.	.	.	.	.	-2%
COc1ccc(-c2cc(CCCC(=O)NCCc3ccc(OC)cc3OC)no2)cc1	-0.5%[0.369 µM]	-2%	.	3%	-3%	0%	?	?	i	1.1e-08M*	1%
CCOc1ccccc1/C=C(\C#N)C(N)=O	2.4%[9.22 µM]	1%[11.4 µM]	-3%[9.17 µM]	-5%[11.4 µM]	2%[11 µM]	-2%[9.22 µM]	i	i	i	i	-9%[11.4 µM]
CC1(C)CC(=O)C(C=Nc2ccccc2)=C(O)C1	0.6%	12%	2%	-19%	-4%	0%	.	.	.	.	-8%
CCC(OC(=O)c1cccs1)C(=O)NCc1ccc2c(c1)OCO2 (stereo unspecified)	.	7%	-3%	14%	0%	0%	i	i	i	i	-1%
Cc1ccc(-c2nnc3sc(C4COc5ccccc5O4)nn23)cc1 (stereo unspecified)	0.6%[57.5 µM]	-10%	-2%	12%	6%	-2%	i	i	i	i	-8%
Cc1cc(C)cc(Nc2cc(C)nc3nc(C)nn23)c1	-0.9%	6%	18%	7%	-2%	0%	.	.	.	.	-4%
COc1cc(C2C(C(=O)c3ccc(C)o3)=C(O)C(=O)N2Cc2cccnc2)ccc1O (stereo unspecified)	1.1%	?	6%	4%	-4%	-1%	?	i	i	i	3%
Cc1ccc(S(=O)(=O)n2nc(-c3ccc(Cl)cc3)nc2NCc2ccco2)cc1	-1.1%	-11%	-6%	4%	12%	-2%	i	i	i	i	-1%
O=C(Cc1c(F)c(F)c(F)c(F)c1F)OC12CC3CC(C1)C(=O)C(C3)C2	2.4%[0.369 µM]	-1%	.	11%	1%	-2%	?	i	i	i	1%
CCCCc1ccc(NC(=O)N[C@H](C(=O)O)C(C)C)cc1	-1.0%[57.5 µM]	6%	1%	-1%	-5%	3%	?	i	i	i	5%
Nc1nc2c(c(=O)[nH]1)N(C=O)[C@H](CNc1ccc(C(=O)N[C@@H](CCC(=O)O)C(=O)O)cc1)CN2	0.0%[20.6 µM]	3%[25.6 µM]	14%[20.5 µM]	7%[25.6 µM]	-1%[26 µM]	0%[20.6 µM]	?	?	i	i	-7%[25.6 µM]

# Single records, as listed above. Order of screens: HBB splicing	15-hLO inh	Ub-GFP proteasome	HADH2 inhib	Hsp90 Hop PPI	GFP derepression	Fluorescein fluor	Texas Red fluor	Rhodamine fluor	4-MU autofl	DNA Pol III inh
# Listed for `Cc1cccc(-n2c(N)cc(=O)nc2SCC(=O)Nc2cc(C)on2)c1` → .	12%	-6%	7%	-2%	-3%	i	i	i	i	2%
# Listed for `CCOc1ccccc1/C=C(\C#N)C(N)=O` → 2.4%[9.22 µM]	1%[11.4 µM]	-3%[9.17 µM]	-5%[11.4 µM]	2%[11 µM]	-2%[9.22 µM]	i	i	i	i	-9%[11.4 µM]
